Bioassay records as filed in PubChem.
N370S GC mod: qHTS Assay for Inhibitors and Activators of N370S glucocerebrosidase as a Potential Chaperone Treatment of Gaucher Disease | Potency, µM (top dose mostly 59.4 µM), without a hit: at the top dose activity change, negative = inhibition, actives largely listed as inhibitors | hit rate 0.092% among 330,000 | N370S GC spleen homogenate, 4MU-glucoside fluorescence | Lysosomal acid glucosylceramidase (Homo sapiens), P04062;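 further: 0% = full enzyme activity and -100% = no enzyme basal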
DT40 TDP1 CPT: qHTS for Inhibitors of human tyrosyl-DNA phosphodiesterase 1 (TDP1): qHTS in cells in presence of CPT; chicken DT40 Tdp1-/-;hTDP1 cells + 20 nM CPT, ATP luminescence, 48 h; Potency, µM (doses to about 46.2 µM), without a hit: at the highest dose activity change, negative = growth inhibition, most hits filed as inhibitors; hit rate 12% among 420,000; AID 686979, 2013; further: nearly all actives have a fitted effect of over 55% in size
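Chicken DT40 Tdp1-/- cells stably complemented with human TDP1 were seeded at 400 cells/well in medium containing 20 nM camptothecin, exposed to pin-transferred compounds, and grown at 37 °C for at least 48 hr. Viability was read as ATP luminescence.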
FEN1 inh: qHTS Assay for the Inhibitors of Human Flap endonuclease 1 (FEN1); P39748; Recombinant FEN1 flap cleavage, fluorescence, 15 min; Potency, µM (top dose mostly 114 µM), for inactives: at the top dose activity change, negative = inhibition, actives largely listed as inhibitors; hit rate 0.35% among 390,000; further: nearly all actives have a fitted effect of over 65% in size
Target sequence (P39748 whole entry, looked up): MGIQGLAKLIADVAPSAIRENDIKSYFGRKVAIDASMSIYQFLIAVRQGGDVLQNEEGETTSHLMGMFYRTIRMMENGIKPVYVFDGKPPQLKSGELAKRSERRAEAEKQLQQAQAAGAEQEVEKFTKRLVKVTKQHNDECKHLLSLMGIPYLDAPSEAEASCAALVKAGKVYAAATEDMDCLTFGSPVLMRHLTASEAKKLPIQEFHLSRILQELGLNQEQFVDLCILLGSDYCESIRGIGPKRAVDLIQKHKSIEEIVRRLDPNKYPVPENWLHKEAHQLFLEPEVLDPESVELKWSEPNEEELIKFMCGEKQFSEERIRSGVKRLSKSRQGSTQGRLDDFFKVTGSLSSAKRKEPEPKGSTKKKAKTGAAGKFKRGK
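Quantitative HTS format: each compound was titrated, incubated with 10 nM nuclease for 15 min at room temperature, then challenged with flap substrate at 50 nM final. Signal change over 15 min gave concentration–effect curves.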
Starred values were filed as active, the others as inactive; ? = inconclusive; nt = not tested or not shown; & = joins results of further samples; [ ] = another dose, or the depositor's remark. The call rests on the fitted dose curve; in most records, active means well fitted curve in the direction sought with a large enough effect; inconclusive means small, poorly fitted or top-dose-only effect, or another doubt; inactive means no such curve, though single readings can be large; an effect the other way counts as inactive or inconclusive. Unless noted, on the % scale 0 is the no-effect control and ±100 the full control effect; potency means the concentration at half of the fitted maximal effect. The list is partial. The share of hits here may be higher or lower than overall.

SMILES | N370S GC mod | DT40 TDP1 CPT | FEN1 inh
Cc1ccc(C2=NC(C(F)(F)F)(C(F)(F)F)c3c(n(-c4ccc(F)cc4)c(=O)[nH]c3=O)N2)cc1 | 2% | 23µM* | 9%
O=C(c1ccccc1)c1nc2c(n1O)CCCCC2 | -6% | -11% | -2%
Cc1c(CN2CCC(CO)(CCOc3ccccc3)CC2)[nH]c2c(Cl)cccc12 | -22% | ? | -23%
CCCN(CCC)C1=N/C(=C\c2ccco2)C(=O)N1c1ccccc1 | nt | ? | -8%
Cc1c(C(=O)N2CCC(C)CC2)c(S(=O)(=O)NCc2ccc(Br)cc2)c(C)n1C | nt | -34% | 7%
O=C1NC(c2ccc(-c3ccccc3[N+](=O)[O-])o2)C(C(=O)c2ccc(F)cc2)C(O)(C(F)(F)F)N1 (configuration not stated) | -7% | ? | 4%
CC(C)CN1CCCC2(CCN(C(=O)c3cccn3C)CC2)C1 | -11% | -3% | nt
CCC(=O)Nc1nnc(SCC(=O)Nc2ccc3c(c2)OCO3)s1 | 1% | ? | 2%
N#Cc1c(N)c2ccccn2c1C(=O)c1ccc(Br)cc1 | 24% | ? | 1%
CCCS(=O)(=O)c1c(S(=O)(=O)CCC)c2cc(CC)ccn2c1C(=O)c1ccc(OC)cc1 | nt | ? | -11%
CCN(CC)C(=O)CSc1nnc(CNc2ccc(F)cc2)n1Cc1ccco1 | 3% | ? | -2%
O=C1c2cccc3c(Cl)ccc(c23)C(=O)N1O | -4% | ? | 0.5µM*
N#Cc1ccccc1CSc1nc(N2CCCCC2)nc(N2CCCCC2)n1 | ? | ? | -12%
Cn1ncc(Cl)c1C(=O)N1CCC(Cc2ccccc2)CC1 | -5% | -14% | -17%
COC(=O)N1C(=O)[C@@](Cc2ccccc2)(c2ccccc2)N1C(=O)OC | -8% | ? | -15%
O=C(COc1cc(O)c2c(=O)cc(-c3ccccc3)oc2c1)c1ccc(F)cc1 | 4% | -12% | 7%
CCc1ccc(C(C)(O)C(CN2CCOCC2)c2ccccc2)cc1 (configuration not stated) | -6% | 21µM* | 14%
COc1ccccc1NC(=O)C(=O)NCC(c1ccc2c(c1)OCO2)N1CCN(C)CC1 (configuration not stated) | nt | ? | 1%
O=C1CSC(c2cccnc2)N1CC1CC1 (configuration not stated) | -8% | -24% | 3%
C[C@@H](C(=O)O)[C@@H]1C[C@@]1(C)[C@@H](NC(=O)OCc1ccccc1)c1ccccc1 | -2%&2% | -10% | 5%
Cc1ccc(-c2nc(CS(=O)(=O)CC(=O)NCc3cccc(F)c3)c(C)o2)cc1 | -7% | 4% | -11%
CCOC(=O)C1=C(C)NC(=S)NC1c1ccco1 (configuration not stated) | -4% | -3% | -6%
Cc1onc(-c2ccccc2)c1C(=O)Nc1ccccc1NC(=O)c1c(-c2ccccc2)noc1C | -2% | 15µM* | 7%
CN(C)/C=N/c1c(C#N)cnn1C | 5% | -2% | 2%
c1ccc(-c2nnsc2-c2ncc[nH]2)cc1 | -16% | 2% | -1%
CCOC(=O)c1ccc(N2CCN(C(C)=O)CC2)c(NC(=O)c2cccnc2)c1 | -2% | -4% | 5%
COCCNC(=O)c1ccc2c(c1)NC(=O)CS2 | 3% | 0% | 9%
CC(=O)Oc1ccc(/C=C(\NC(=O)c2cccc(Br)c2)C(=O)Nc2ccc(C(=O)O)cc2)cc1 | nt | -10% | 2%
CCOc1cccc(-c2c(C(=O)N/N=C/c3c(F)cccc3Cl)nnn2-c2nonc2N)c1 | -2% | 4% | -3%
O=C(CNC(=O)Cc1ccccc1)NCC(=O)OCC(=O)c1cccc2ccccc12 | 6% | ? | -9%&-10%
CCC(C(=O)Nc1ccc(C(=O)O)cc1NC(=O)C(CC)c1ccccc1)c1ccccc1 (configuration not stated) | -10% | 4% | -7%
O=C1C(Cl)=C(NCCCO)C(=O)c2ccccc21 | -10% | 23µM* | -6%
Brc1ccc(-c2noc(CCc3ccccc3)n2)o1 | 6% | -4% | -24%
CCOC(=O)c1ccc(-c2ccc(C(=O)Nc3cccnc3)o2)cc1 | -2%[2.35 µM] | ? | 1%
Cc1cnc(C(=O)OCC(=O)Nc2cc(Cl)ccc2C#N)cn1 | nt | 6% | 4%
Cn1c(SCC(=O)Nc2ccc3cn[nH]c3c2)nnc1-c1cccs1 | ? | ? | -7%
c1cc2nc(C34CC5CC(CC(C5)C3)C4)[nH]c2cn1 | 8% | ? | -8%
COc1cccc(C2C(C#N)=C(N)Oc3cc(C)n(Cc4ccco4)c(=O)c32)c1 (configuration not stated) | 1% | -6% | 0%
CCCc1cc(=O)[nH]c(SCC(=O)N(C)CC(=O)Nc2ccc(C)cc2)n1 | 4% | -2% | 12%
CNS(=O)(=O)c1cc(NC(=O)c2cncn2-c2ccccc2)ccc1C | -5% | -3% | 0%

Two of the compounds above, with each value named.
mol: CCCc1cc(=O)[nH]c(SCC(=O)N(C)CC(=O)Nc2ccc(C)cc2)n1
  N370S GC mod: 4% | DT40 TDP1 CPT: -2% | FEN1 inh: 12%
mol: Cn1c(SCC(=O)Nc2ccc3cn[nH]c3c2)nnc1-c1cccs1
  N370S GC mod: ? | DT40 TDP1 CPT: ? | FEN1 inh: -7%

Next structures.
SMILES | N370S GC mod | DT40 TDP1 CPT | FEN1 inh
CCCCC(CC)CNC(=O)C1CCN(S(=O)(=O)c2cccc3nsnc23)CC1 (configuration not stated) | nt | 7% | -11%
CCN1CCN(c2ccc(S(=O)(=O)N3CCCCC3)cc2NC(=O)c2cc3ccccc3o2)CC1 | -21% | ? | -8%
Cc1ccc(NCSc2ccc(Cl)cc2)cc1 | nt | ? | -18%
O=C(O)c1ccccc1-c1ccccc1C(=O)Nc1nc2ccccc2s1 | 3% | -18% | -3%
N/C(COc1cccc(Cl)c1)=N\O | -20% | 2% | 7%
Cc1ccc(-c2ccc(=O)n(CC(=O)Nc3ccc(C(C)C)cc3)n2)cc1 | nt | -7% | -4%
Cc1ccc(C(=O)O)cc1NC1(c2ccccc2)C(=O)c2ccccc2C1=O | nt | 2% | 0%
COc1cc(OC)cc(C(=O)N2CC(=O)Nc3ccccc32)c1 | 2% | 1.5µM* | -1%
FC(F)Oc1ccc(-c2csc(NNC3=NCCCCC3)n2)cc1 | -10% | 4.6µM* | -12%
Oc1ccc(N=Nc2ccccc2-c2nn[nH]n2)c(O)c1 | -21% | -11% | ?
CCC(C)NC(=O)Cn1c(=O)n(-c2ccc(OC)c(OC)c2)c(=O)c2ccccc21 (configuration not stated) | nt | 3% | -1%
COc1ccc(C(=O)Nc2ccccc2C(=O)OCc2cc(=O)n3c4c(sc3n2)CCCC4)cc1 | nt | ? | -7%
CCOC(=O)c1ccc(/C=N/O)[n+](Cc2ccccc2)c1 | -3% | -9% | 2%
Cc1ccc(C(=O)C(C)OC(=O)Cn2cnc3c2c(=O)n(C)c(=O)n3C)cc1 (configuration not stated) | -5% | -3% | -1%
CCOc1ccccc1CN1C(=O)c2ccccc2C1C(=O)NC(C)CC (configuration not stated) | -8% | -10% | 2%
O=C(Cn1c(=O)n(Cc2nc(-c3ccccc3)no2)c(=O)c2cc3c(cc21)OCO3)Nc1ccc(Cl)cc1 | nt | ? | 15%
CC(C)(C)CC(=O)Nc1nnc(SCC(=O)NCc2cccs2)s1 | -16% | -19% | 18%
Cn1c(=NC(=O)c2ccc(S(=O)(=O)N3CCCc4ccccc43)cc2)sc2cc(S(C)(=O)=O)ccc21 | 2% | -3% | 1%
Cc1noc(NS(=O)(=O)c2ccc(NC(=O)NC(C)(C(F)(F)F)C(F)(F)F)cc2)c1C | 2% | -17% | 17%
Cn1c(NCC(O)c2ccccc2)nc2c1c(=O)n(Cc1ccc(Cl)c(Cl)c1)c(=O)n2C (configuration not stated) | nt | 21µM* | -11%
Cc1ccccc1OCC(=O)NC(=S)Nc1ccc(S(=O)(=O)NC2CCCCC2)cc1 | 2%[12.8 µM] | ? | -10%
O=C(CSc1nc2cc(Cl)ccc2s1)Nc1cccc(S(=O)(=O)N2CCOCC2)c1 | 5% | ? | -4%
CCn1c(CSc2nc(C)cc(C)n2)nnc1SCC(=O)Nc1nc(-c2ccccc2)cs1 | -8% | 21µM* | -1%
CCCOc1ccc(C(=O)Nc2ccc(NC(=O)c3ccccc3)c(Br)c2)cc1 | nt | 15µM* | 2%
CCOc1ccc(NC(=O)CN2CCN(CC(=O)c3ccc(OCC)cc3)CC2)cc1 | -26% | ? | -4%
Cc1ccc(Cn2nnc3c(=O)[nH]c(C4CCN(S(=O)(=O)/C=C/c5ccccc5)CC4)nc32)cc1 | -9% | ? | -14%
COc1ccc(NC(=S)N(CCCN2CCC(C)CC2)Cc2cccs2)cc1Cl | -2% | 26µM* | 15%
Cc1cc(C)n(-c2nc(-c3ccc(Cl)c(Cl)c3)cs2)n1 | -2% | 0% | -7%
O=CN1CCN(C(C(=O)NC2CCCCC2)c2cc3c(cc2[N+](=O)[O-])OCO3)CC1 (configuration not stated) | 5% | 8% | 0%
O=C(Nc1ccc2ccccc2c1)C(c1ccccc1)C1CCCC1 (configuration not stated) | 25% | ? | -15%
Cc1ccccc1N1C(S)=C(C#N)C(=O)NC1c1cccs1 (configuration not stated) | -10% | ? | 5%
Cc1cccc(-n2c(O)cnc2Nc2nc(C)cc(C)n2)c1 | -1% | 8% | -4%
CCCCn1c(SCC(=O)NCc2ccco2)nc2ccc(N3CCOCC3)cc2c1=O | 5% | ? | -16%
CCCCOc1ccc(C(C)NC(=O)CCS(=O)(=O)Cc2ccccc2Cl)cc1 (configuration not stated) | -3% | ? | 19%
CC(=O)C1=C(C)N(Cc2ccccc2)C(=O)N[C@H]1c1cccc(F)c1 | -3%[12.8 µM] | -24% | 34%
Cn1c(=O)c(-c2ccc(F)c(F)c2)nc2cncnc21 | 2% | 9% | nt
O=C(c1ccc(Br)o1)N1CCN(CCOc2ccccc2)CC1 | 0% | -15% | 13%
O=C(NCc1cccnc1)C(=O)NCC1CCCO1 (configuration not stated) | -9% | 1% | -3%
CCCC(=O)Nc1nnc2n1CCS2 | nt | 0% | 0%
COc1ccc(NC(=O)CN(C2CCCCC2)S(C)(=O)=O)cc1OC | 2% | 3% | -1%
Cc1cc(C)c2c(=O)c(C#N)coc2c1 | 3% | 8% | ?
CCC1=NN(C(=O)C(=O)Nc2ccc(Br)cc2)C(O)(C(F)(F)F)C1 (configuration not stated) | 2% | -12% | 2%
Cc1cc(Br)ccc1NCc1ccccn1 | 3% | ? | -10%
COc1ccc(NC(=O)c2cc(Br)ccc2Cl)c(OC)c1 | 10% | 5% | ?
O=C(CCN1C(=O)C2C3CCC(C3)C2C1=O)OCC(=O)c1ccc(Br)cc1 (configuration not stated) | -2% | -1% | -6%
O=C(O)C1CCN(S(=O)(=O)c2cccc3nsnc23)CC1 | ? | 1% | 0%
COCCOC(=O)c1c(C)n(C)c2ccc(OC(=O)C3CC3)cc12 | ? | -9% | -4%
Cc1noc(-c2ccc(N3CCC(C)CC3)c([N+](=O)[O-])c2)n1 | nt | ? | 14%

A second format for some results above:
Molecule: Cc1cc(Br)ccc1NCc1ccccn1
  N370S GC mod: 3% | DT40 TDP1 CPT: ? | FEN1 inh: -10%

Molecule: O=C(CCN1C(=O)C2C3CCC(C3)C2C1=O)OCC(=O)c1ccc(Br)cc1 (configuration not stated)
  N370S GC mod: -2% | DT40 TDP1 CPT: -1% | FEN1 inh: -6%

Molecule: CCC1=NN(C(=O)C(=O)Nc2ccc(Br)cc2)C(O)(C(F)(F)F)C1 (configuration not stated)
  N370S GC mod: 2% | DT40 TDP1 CPT: -12% | FEN1 inh: 2%

Molecule: Cc1noc(-c2ccc(N3CCC(C)CC3)c([N+](=O)[O-])c2)n1
  N370S GC mod: nt | DT40 TDP1 CPT: ? | FEN1 inh: 14%

The list continues.
SMILES | N370S GC mod | DT40 TDP1 CPT | FEN1 inh
CCCn1c(N)c(Sc2ccc(Cl)cc2)c(=O)n(CCC)c1=O | -3% | -17% | -1%
O=C(NCc1cccnc1)C1CC(c2ccccc2Cl)=NO1 (configuration not stated) | 2% | ? | -3%
CCOc1ccc(NC(=O)CCCc2cc(-c3ccc(OCC)cc3)on2)cc1 | 7% | 6% | -12%
COc1ccc(NS(=O)(=O)c2cccc(C(=O)NCC3CCCO3)c2)cc1 (configuration not stated) | -14% | -19% | -8%
O=C(CSc1nnc(-c2ccncc2)o1)N1CCCCCC1 | -3% | 1% | 2%
N/C(=N\OC(=O)Cc1cccs1)c1ccc(Br)cc1 | 10% | -10% | -13%
COc1ccc(S(=O)(=O)Nc2c(NC3CCCCC3)c3ccccc3oc2=O)cc1OC | 5% | ? | -6%
Cc1ccc(S(=O)(=O)CCC(=O)OCC(=O)NC(C)c2ccccc2)cc1 (configuration not stated) | nt | -3% | -15%
N#Cc1c(-c2ccncc2)cc(-c2ccc(F)cc2)nc1N | ? | 6% | -1%
O=C1c2ccccc2NC(c2cccs2)N1O (configuration not stated) | -1% | -1% | -1%
